Screening results (PubChem BioAssay)
DRD3 agonist: agonists of human D3 dopamine receptor; D3R DiscoveRx beta-arrestin cells, luminescence, 90 min; max activation, %; 410,000 tested, 0.58% active; AID 652048; in the data active = max activation above about 30%; also: 0% is about no effect; mostly tested at two doses, the higher about 12 µM
Target sequence (P35462 whole entry, looked up): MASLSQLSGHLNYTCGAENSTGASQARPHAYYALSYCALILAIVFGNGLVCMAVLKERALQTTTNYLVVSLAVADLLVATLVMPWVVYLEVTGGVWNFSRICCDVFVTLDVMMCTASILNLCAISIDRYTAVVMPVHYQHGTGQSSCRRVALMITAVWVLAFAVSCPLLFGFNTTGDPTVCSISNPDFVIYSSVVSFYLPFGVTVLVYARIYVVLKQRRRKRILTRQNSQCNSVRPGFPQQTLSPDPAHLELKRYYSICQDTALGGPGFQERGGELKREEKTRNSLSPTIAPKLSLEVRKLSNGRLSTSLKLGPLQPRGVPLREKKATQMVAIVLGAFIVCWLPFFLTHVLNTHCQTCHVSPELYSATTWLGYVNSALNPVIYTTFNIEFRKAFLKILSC
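Agonist-mode cell screen: cells plated at 1500/well and incubated overnight at 37 °C, then exposed to library compounds for 90 min at 37 °C. Detection reagent was added for 30–60 min at room temperature, and luminescence was read.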
DRD3 antagonist: antagonists of human D3 dopamine receptor | P35462 | D3R cells, DiscoveRx beta-arrestin luminescence, antagonist mode; stronger effect = lower value | max response, negative = inhibition, % | 360,000 tested, 2.5% active | AID 652054; in the data active = max response below about -50%; inconclusive = no clear call, values can overlap the other calls; also: % is scaled to controls: 0 for no effect and ±100 for the full control effect; mostly tested at two doses, the higher about 12 µM
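Cells plated overnight at 1500 cells/well, then exposed to library compounds with dopamine controls for 90 minutes at 37 degrees C. DiscoveRx reagent added for 30–60 minutes at room temperature; luminescence read, quantitative HTS format.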
IL1B secr inh: inflammasome signaling inhibition, IL-1 beta readout | THP-1 LPS/ATP IL-1B secretion, AlphaLISA, 16 h; stronger effect = lower value | activity change, % at 57.5 µM | 360,000 tested, 4.7% active | AID 743279; in the data active = activity change below about -50%; inconclusive = mostly about -30% to -49%; also: % is scaled to controls: 0 for no effect and ±100 for the full control effect
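THP-1 cells pretreated 1 hr with compounds (up to 57.5 uM final), then stimulated with LPS (250 ng/mL final) plus ATP (1.25 mM final); secreted IL-1B measured by AlphaLISA after 16 hr, decreased signal indicating inhibition.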
GLP-1R agonist: agonists of human GLP-1 receptor; P43220; HEK293 GLP-1R CRE-luciferase, luminescence, 4-6 h; cells express a hypersensitive GLP-1R form; Potency, µM (titrated, usually from 45.6 µM), for inactives: at the top dose activation, most hits filed as activators; 380,000 tested, 0.007% active; also: potency is read from the fitted curve at half-maximal effect; % of control where 0% means no effect
Target sequence (P43220 whole entry, looked up): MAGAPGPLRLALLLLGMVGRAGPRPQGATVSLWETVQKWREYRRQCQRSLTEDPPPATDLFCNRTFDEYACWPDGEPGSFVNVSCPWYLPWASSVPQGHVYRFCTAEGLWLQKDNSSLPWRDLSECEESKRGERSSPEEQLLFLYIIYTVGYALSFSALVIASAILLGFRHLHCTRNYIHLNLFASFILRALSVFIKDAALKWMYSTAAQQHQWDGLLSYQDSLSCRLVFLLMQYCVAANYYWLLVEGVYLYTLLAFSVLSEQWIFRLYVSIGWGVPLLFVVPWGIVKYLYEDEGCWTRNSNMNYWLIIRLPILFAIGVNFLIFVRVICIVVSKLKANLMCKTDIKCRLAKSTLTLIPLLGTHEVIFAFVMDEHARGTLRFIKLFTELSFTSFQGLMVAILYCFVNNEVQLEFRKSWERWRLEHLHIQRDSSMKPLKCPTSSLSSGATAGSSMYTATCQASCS
SW480 rereplic: induces DNA re-replication in SW480 colon adenocarcinoma cells; SW480 DNA re-replication, Hoechst DNA content imaging, 48 h; AID 624297; 340,000 tested, 1.8% active; Potency, µM (doses to about 46.1 µM), without a hit: at the top dose re-replication activation, actives largely listed as activators; also: potency is read from the fitted curve at half-maximal effect; % of control where 0% means no effect; nearly all actives have a fitted effect of over 55% in size
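250 cells/well; 23 nL cpd via pin tool; 48 hr, 37 C, 5% CO2; Hoechst 40 min; imager read of total nuclear intensity, ex 405/em 500-530 nm.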
HT1080NT lethal: kills 2HG-producing HT-1080-NT fibrosarcoma cells; AID 686970; Potency, µM (highest dose often 46.1 µM), for the others: top-dose activity, negative = less viability, hits mostly cytotoxic; 360,000 tested, 1.6% active; HT-1080-NT fibrosarcoma viability, CellTiter-Glo ATP luminescence, 48 h;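 also: NT is the 2HG producing partner of a matched IDH1 knockdown line; potency is read from the fitted curve at half-maximal effect; 0% = DMSO-treated cells and -100% = media-only wells without cells; nearly all actives have a fitted effect of over 55% in size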
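Viability by CellTiter-Glo luminescence after 48 h compound exposure at 37C of HT-1080-NT cells (750/well, RPMI, 5% FBS). % activity scaled between DMSO wells and medium-only wells, then curve-fitted and categorized by curve class.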
HT1080 IDH1KD tx: kills HT-1080 cells with IDH1 knockdown. AID 686971. Potency, µM (highest dose often 46.1 µM), for inactives: at the top dose activity, negative = toxicity, actives largely listed as cytotoxic. 360,000 tested, 2% active. HT-1080 IDH1 knockdown viability, ATP luminescence, 48 h;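 also: potency is read from the fitted curve at half-maximal effect; 0% = DMSO wells and -100% = cell-free medium wells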
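CellTiter-Glo luminescence after 48 h compound exposure at 37 degrees C of IDH1-knockdown HT-1080 cells in 5% FBS RPMI. %Activity scaled between DMSO wells and cell-free media wells, with curves fitted and assigned curve classes.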
KB-V1 cytotox: kills drug-selected multidrug resistant KB-V1 cells; KB-V1 MDR cells viability, CellTiter-Glo, 72 h; Potency, µM (highest dose often 46.1 µM), for inactives: at the top dose activity change, negative = cytotoxicity, hits mostly cytotoxic; 400,000 tested, 3.4% active; AID 1347076; also: potency is read from the fitted curve at half-maximal effect; % is scaled to controls: 0 for no effect and ±100 for the full control effect; nearly all actives have a fitted effect of over 60% in size
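Readout: CellTiter-Glo luminescence, 10 min after addition. Cells: KB-V1 MDR subline, 72 h at 37 degrees C with compound. Analysis: corrected, normalized data fitted to concentration-effect curves.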
KB-3-1 cytotox: KB-3-1 parental cell cytotoxicity. Potency, µM (titrated, usually from 46.1 µM), for the others: at the highest dose activity change, negative = cytotoxic, hits mostly cytotoxic. 400,000 tested, 1.4% active. AID 1347075. KB-3-1 viability, CellTiter-Glo ATP luminescence, 72 h; also: potency is read from the fitted curve at half-maximal effect; % is scaled to controls: 0 for no effect and ±100 for the full control effect; nearly all actives have a fitted effect of over 60% in size
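Multi-concentration cytotoxicity screen in KB-3-1 cells grown in DMEM lacking phenol red with 10% FBS. After 72 h at 37 °C with compound, ATP-dependent luminescence was recorded.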
* marks the source's active call; other numbers are inactive results; ? = inconclusive; / = not tested or not shown; [ ] = remark or other dose. Unless noted, calls follow the shape of the dose curve; as a rule, active = well fitted curve in the direction sought with a large enough effect; inconclusive = small, poorly fitted or top-dose-only effect, or another doubt; inactive = no such curve, though single readings can be large; an effect the other way counts as inactive or inconclusive.

(1) Cc1cc(C)cc(-n2c(SCC(=O)Nc3ccc4c(c3)OCO4)nc3c([nH]c4ccccc43)c2=O)c1
(2) CNC(=O)CC(=O)Nc1ccccc1C(=O)O
(3) N#CC(C(=O)Nc1ccc(Cl)cc1)=C1Nc2ccccc2N1
(4) CC(C)(C)C1CCC(C(=O)Nc2ccccc2N2CCOCC2)CC1 (centres undefined)
(5) CCOC(=O)C1=C(CN2CCN(c3ccccc3OC)CC2)NC(=O)NC1c1ccccc1 (centres undefined)
(6) COCCn1nnnc1C(c1ccccc1)N1CCN(c2ccccc2)CC1 (centres undefined)
(7) CCOC(=O)C1(CCOC)CCN(C(=O)c2ccccc2-c2cccc(C)c2)CC1
(8) O=C(c1csc2c1CCCC2)N1CCCCC1
compound no. | 1 | 2 | 3 | 4 | 5 | 6 | 7 | 8
DRD3 agonist | 1 | 0 | -4 | 5 | -2 | 0 | 5 | 2
DRD3 antagonist | / | ? | 9 | -4 | / | 0 | 1 | -10
IL1B secr inh | / | -7 | -4 | 4 | / | ? | -2 | 18
GLP-1R agonist | -3% | -2% | -10% | 0% | -3% | 0% | 15% | 10%
SW480 rereplic | / | -6% | -3%[9.22 µM] | -3% | / | -24% | -4% | -5%
HT1080NT lethal | / | 8% | -24% | 11% | / | 0% | -3% | -7%
HT1080 IDH1KD tx | / | 7% | -30% | 3% | / | 0% | -2% | 2%
KB-V1 cytotox | -3% | 5% | 5% | 13% | -21% | -11% | -3% | 9%
KB-3-1 cytotox | 5% | 2% | -4% | -3% | 4% | -3% | 16% | 0%

Compound profiles (already shown):
O=C(c1csc2c1CCCC2)N1CCCCC1 as listed: DRD3 agonist = 2; DRD3 antagonist = -10; IL1B secr inh = 18; GLP-1R agonist = 10%; SW480 rereplic = -5%; HT1080NT lethal = -7%; HT1080 IDH1KD tx = 2%; KB-V1 cytotox = 9%; KB-3-1 cytotox = 0%
CC(C)(C)C1CCC(C(=O)Nc2ccccc2N2CCOCC2)CC1 (centres undefined) as listed: DRD3 agonist = 5; DRD3 antagonist = -4; IL1B secr inh = 4; GLP-1R agonist = 0%; SW480 rereplic = -3%; HT1080NT lethal = 11%; HT1080 IDH1KD tx = 3%; KB-V1 cytotox = 13%; KB-3-1 cytotox = -3%

(listing goes on)
(9) Cc1cc(NC(=O)/C=C/c2cccc(Cl)c2)n(-c2nc3ccccc3[nH]2)n1
(10) Cc1nc(-c2ccc(S(=O)(=O)Nc3ccc(S(N)(=O)=O)cc3)cc2)co1
(11) Cc1ccc(C(=O)NCC(=O)OCC(=O)c2ccc3c(c2)OCCO3)cc1C
(12) CC(=O)c1ccc(N2CCN(C(=O)CCS(=O)(=O)c3ccc4c(c3)CCN4C(C)=O)CC2)cc1
(13) CCCn1nnc(NC(=O)COc2ccc(C3CCCCC3)cc2)n1
(14) Clc1ccc(-c2nnc(CNC3CC3)o2)cc1
(15) O=C(NCC1COc2ccccc2O1)C1CCCN(S(=O)(=O)c2cccc3cccnc23)C1 (centres undefined)
(16) O=C(NCc1cccs1)C12CC3CC(CC(C3)C1)C2
compound no. | 9 | 10 | 11 | 12 | 13 | 14 | 15 | 16
DRD3 agonist | 3 | 3 | 2 | 3 | 21 | -1 | -7 | -2
DRD3 antagonist | 1 | 5 | 15 | 26 | 12 | -5 | -3 | -5
IL1B secr inh | 27 | 0 | 15 | 3 | -9 | -2 | -27 | -14
GLP-1R agonist | -10% | -2% | -3% | -2% | 3% | -5% | 4% | 10%
SW480 rereplic | ? | 14% | -3% | -3% | -2% | 1% | 3% | -143%[inhibitor]
HT1080NT lethal | -4% | 2% | 9% | 1% | 1% | 3% | 2% | 17%
HT1080 IDH1KD tx | -9% | -1% | 3% | -1% | -1% | -2% | 0% | -1%
KB-V1 cytotox | ? | ? | 17% | 0% | -11% | 21% | 7% | -9%
KB-3-1 cytotox | ? | 13% | 14% | -10% | ? | -1% | ? | -4%

In a second layout: entries from further up.
entry | molecule | DRD3 agonist | DRD3 antagonist | IL1B secr inh | GLP-1R agonist | SW480 rereplic | HT1080NT lethal | HT1080 IDH1KD tx | KB-V1 cytotox | KB-3-1 cytotox
11 | Cc1ccc(C(=O)NCC(=O)OCC(=O)c2ccc3c(c2)OCCO3)cc1C | 2 | 15 | 15 | -3% | -3% | 9% | 3% | 17% | 14%
12 | CC(=O)c1ccc(N2CCN(C(=O)CCS(=O)(=O)c3ccc4c(c3)CCN4C(C)=O)CC2)cc1 | 3 | 26 | 3 | -2% | -3% | 1% | -1% | 0% | -10%

Carrying on:
(17) O=C1C(=O)N(CNc2ccccn2)c2ccccc21
(18) O=C1OC(Cc2ccccc2)(c2ccccc2)c2ccccc21 (centres undefined)
(19) O=C(CSCc1ccccc1)N/N=C/c1ccc(OCC(=O)N2CCCCC2)cc1
(20) Cc1ccc(OCCCC(=O)NNC(=O)c2ccncc2)cc1
(21) Cc1nn(CC(=O)c2ccc(Cl)s2)c(C)c1[N+](=O)[O-]
(22) O=C(OCc1nc2ccccc2[nH]1)C12CC3CC(CC(C3)C1)C2
(23) CCCC(=O)c1ccc(OCc2cn(CC(=O)c3ccc(O)cc3)nn2)cc1
(24) CCOc1ccc(C(=O)NC(=S)Nc2ccc(NC(=O)CC)cc2)cc1[N+](=O)[O-]
compound no. | 17 | 18 | 19 | 20 | 21 | 22 | 23 | 24
DRD3 agonist | -14 | -1 | 3 | 3 | -1 | -15 | -20 | -8
DRD3 antagonist | ? | -2 | 2 | 11 | -15 | -15 | -18 | -9
IL1B secr inh | 62 | -4 | 0 | 11 | -4 | 2 | 0 | 0
GLP-1R agonist | 9% | 5% | 16% | -9% | 5% | 15% | 2% | 1%
SW480 rereplic | 12µM* | / | -12% | -4% | -12% | 10% | -21% | -117%[inhibitor]
HT1080NT lethal | ? | -6% | 0% | -3% | 18% | 8% | ? | 6%
HT1080 IDH1KD tx | -22% | 2% | 19% | 0% | 10% | 8% | ? | 7%
KB-V1 cytotox | -18% | ? | 21µM* | 8% | -22% | -6% | -3% | ?
KB-3-1 cytotox | ? | -2% | 3% | ? | ? | -15% | -13% | 15%

Only GLP-1R agonist and HT1080NT lethal, for some of the entries so far:
nr | structure | GLP-1R agonist | HT1080NT lethal
23 | CCCC(=O)c1ccc(OCc2cn(CC(=O)c3ccc(O)cc3)nn2)cc1 | 2% | ?
22 | O=C(OCc1nc2ccccc2[nH]1)C12CC3CC(CC(C3)C1)C2 | 15% | 8%
21 | Cc1nn(CC(=O)c2ccc(Cl)s2)c(C)c1[N+](=O)[O-] | 5% | 18%

More structures:
Fields – DRD3 agonist | DRD3 antagonist | IL1B secr inh | GLP-1R agonist | SW480 rereplic | HT1080NT lethal | HT1080 IDH1KD tx | KB-V1 cytotox | KB-3-1 cytotox
25. CCn1c(SCC(=O)NC)nnc1C(C)C
→ -3 | -52* | 6 | -8% | -1% | 8% | 0% | 2% | -2%
26. O=C(COc1ccc(-c2nnco2)cc1)Nc1ccc(C(F)(F)F)cc1
→ 9 | 9 | 6 | 6% | -23% | -3% | -1% | -4% | -3%
27. COc1ccc(OC)c(NC(=O)Cn2cc(C=O)c3ccccc32)c1
→ 13 | 11 | 46 | 1% | -10% | -19% | -11% | -14% | -1%
28. CC(=O)c1ccc(N2CCN(c3ccc(S(=O)(=O)NCCCN(C)C)cc3[N+](=O)[O-])CC2)cc1
→ -6 | 3 | -19 | -2% | 24% | 2% | -20% | -3% | -27%

Random draw from the library; 12% or so of the library scored in one or more.
